Salmonella PhoP GFP: Inhibition of PhoP regulon, Salmonella typhi GFP reporter cells, confirmation, 4 h (AID 1850); Salmonella Typhi PhoP-promoter GFP reporter, fluorescence, 4 h; higher % means a stronger effect; one-dose inhibition, % at 50 µM; IC50 in µM for titrated hits; hit rate 0.33% among 310,000; in the data active means a potency from the dose series; inconclusive means inhibition mostly from about 25% at the one dose, without a potency; inactive means the rest, 99 in 100 with inhibition below about 19%;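 further: 0% = induced wells with vehicle and 100% = uninduced wells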
M. tuberculosis: growth inhibition of non-replicating M. tuberculosis (AID 488890) | inhibition, % at 25 µM; hits with a dose series show IC50 in µM | Mycobacterium tuberculosis non-replicating, growth inhibition; higher % means a stronger effect | hit rate 0.39% among 320,000; in the data active means a potency from the dose series; inconclusive means inhibition mostly from about 82% at the one dose, without a potency; inactive means the rest, 99 in 100 with inhibition below about 76%;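 further: plate controls were DMSO cells for no effect and high antibiotic wells for full effect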
VEEV TC-83 Vero: inhibitors of VEEV TC-83 cytopathic effect, confirmation, Vero cells (AID 588727) | Vero cells, VEEV TC-83 cytopathic effect inhibition; higher % means a stronger effect | hit rate 0.13% among 350,000 | inhibition, % at 20 µM, or IC50 in µM where a hit was titrated; in the data active means a potency from the dose series; inconclusive means inhibition mostly from about 14% at the one dose, without a potency; inactive means the rest, 99 in 100 with inhibition below about 12%; further: strong numbers were not always called active
H37Rv inhibition: M. tuberculosis growth inhibition, HTS (AID 449762); one-dose inhibition, % at 25 µM; IC50 in µM for titrated hits; hit rate 0.59% among 330,000; M. tuberculosis H37Rv growth inhibition, 7H9 media; higher % means a stronger effect; in the data active means a potency from the dose series; inconclusive means inhibition above about 70% without an active follow-up result;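 further: bacterial growth assessed after seven days of incubation; strong numbers were not always called active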
influenza NS1A: H1N1 influenza NS1A inhibitors, functional cell based assay (AID 504329). hit rate 0.3% among 340,000. NS1A functional cell-based assay, percent inhibition; higher % means a stronger effect. one-dose inhibition, % at 12.5 µM; IC50 in µM for titrated hits; in the data active means a potency from the dose series; inconclusive means inhibition above about 27% without an active follow-up result; further: strong numbers were not always called active
VEEV TC-83 Vero 10K pilot screen: second read-out of VEEV TC-83 Vero, no call of its own (marks repeat the call); inhibition, %; measured here: 10K pilot screen inhibition
The depositor's hits bear a star; i = inactive; ? = inconclusive; . = no result given.

SMILES | Salmonella PhoP GFP | M. tuberculosis | VEEV TC-83 Vero | H37Rv inhibition | influenza NS1A | others
CCN(CC)c1ccc(C=Nc2cc(C)ccc2C)c(O)c1 | 5% | 23% | 1.6% | -7% | -7%
CCOc1cccc(=O)c2c(C)n(Cc3ccco3)c(C)c12 | 1% | 16% | i | -3% | 12%
C=C(C)C1CC=C(C)/C(=N/NC(=S)Nc2ccccc2)C1 (stereo unspecified) | -11% | 1% | 1.9% | 8% | 0%
S=c1nc2ccccc2c2nc(-c3ccccc3)[nH]n12 | -10% | ? | 0.9% | 10µM* | 1%
CCOc1ccccc1CNC(c1ccccc1)c1ccccc1 | -1% | 65% | 0.5% | 9% | -13%
Cc1ccc2nc3ccc(N4CCN(C)CC4)nn3c(=O)c2c1 | 11% | -6% | 0.5% | 1% | 1%
CC(=O)Nc1ccc(S(=O)(=O)NCCc2ccccn2)cc1 | -35% | -22% | 0.2% | 4% | -3%
CC(C)Cc1cc(C(=O)NCCN2CCOCC2)no1 | . | 8% | 0.2% | -4% | 7%
CC(=O)N(C)c1ccc(NC(=O)Nc2ccc(C)cc2)cc1 | -4% | 5% | 0.1% | 2% | 2%
CC(C)(C)C1CCc2c(C(=O)N/N=C/c3cccs3)csc2C1 (stereo unspecified) | -9% | 13% | i | 52% | -2%
Cc1ccc(S(=O)(=O)N2CCCC2C(=O)Nc2cc(C)on2)cc1 (stereo unspecified) | 4% | -1% | 0.1% | -6% | -1%
O=C(COC(=O)C12CC3CC(CC(C3)C1)C2)Nc1ccc2[nH]c(=O)[nH]c2c1 | -1% | 17% | 0.2% | -4% | -10%
CC(=O)Nc1ccc(/C(C)=N/NC(=O)c2ccc(COc3ccccc3Cl)o2)cc1 | -17% | 17% | 3.5% | 9% | 8%
Cc1ccc(NC(=O)NCc2ccccn2)cc1Cl | -8% | 6% | 4.8% | -20% | -4%
Cc1cc(SCc2ccc(F)cc2)nc(=O)[nH]1 | 6% | -1% | 4.0% | 5% | -5%
COc1ccc(NC(=O)OC(CN2CCCCC2)C(F)(F)F)cc1 (stereo unspecified) | 3% | 5% | 0.1% | -7% | -10%
NC(=O)c1c(/N=C/c2cccnc2)sc2c1CCCC2 | 17% | 18% | 4.3% | 10% | .
C/C(=C\c1ccccc1)C(=O)N1CCN(Cc2ccc3c(c2)OCO3)CC1 | -2% | 78% | i | 10% | 2%
CCCCNC(=O)CSc1nnc(-c2cccc(S(=O)(=O)N3CCOCC3)c2)o1 | . | ? | 2.3% | 21% | -5%
CN(C)S(=O)(=O)N1CCN(c2cccc(Cl)c2)CC1 | -13% | 4% | 2.5% | 6% | 4%

Part of the list above in order of count of non-hydrogen atoms, descending.
SMILES | Salmonella PhoP GFP | M. tuberculosis | VEEV TC-83 Vero | H37Rv inhibition | influenza NS1A | others
CCCCNC(=O)CSc1nnc(-c2cccc(S(=O)(=O)N3CCOCC3)c2)o1 | . | ? | 2.3% | 21% | -5%
C/C(=C\c1ccccc1)C(=O)N1CCN(Cc2ccc3c(c2)OCO3)CC1 | -2% | 78% | i | 10% | 2%
Cc1ccc(S(=O)(=O)N2CCCC2C(=O)Nc2cc(C)on2)cc1 (stereo unspecified) | 4% | -1% | 0.1% | -6% | -1%
CCOc1cccc(=O)c2c(C)n(Cc3ccco3)c(C)c12 | 1% | 16% | i | -3% | 12%
NC(=O)c1c(/N=C/c2cccnc2)sc2c1CCCC2 | 17% | 18% | 4.3% | 10% | .

Remaining list, next part.
SMILES | Salmonella PhoP GFP | M. tuberculosis | VEEV TC-83 Vero | H37Rv inhibition | influenza NS1A | others
Cc1c(Cc2ccccc2)c(=O)n2c([nH]c3ccccc32)c1C#N | -9% | 12% | 1.9% | ? | 22%
CCOCCCn1c(C)nc2c(c1=O)c1nc3ccccc3nc1n2-c1ccc(C)cc1 | -8% | . | 0.6% | . | 5%
CCCOc1ccc(N2C(=O)CC(N(Cc3ccco3)C(=O)CC)C2=O)cc1 (stereo unspecified) | 1% | 13% | 0.1% | 5% | -6%
CC(=O)Nc1cccc(NC(=O)CCc2ccccc2)c1 | -9% | -7% | i | -5% | 1%
CCCn1c(SCC(=O)NC(C)(C)C)nnc1-c1ccco1 | -2% | -12% | 0.4% | -1% | 6%
CCCCN1C(=O)CC(Sc2ccccc2C(=O)O)C1=O (stereo unspecified) | -1% | ? | 4.6% | 7% | 0%
O=C(Nc1nnc(S(=O)(=O)Nc2ccccc2)s1)C1CCCCC1 | -21% | 39% | 0.9% | -2% | -4%
Cc1oc(C(C)(C)C)cc1C(=O)NCc1ccc2c(c1)OCO2 | 1% | -6% | 0.4% | 3% | -3%
Cc1ccc(NC2=C(N3CCCCC3)C(=O)c3ccccc3C2=O)cc1 | -8% | ? | i | -8% | 29%
COc1ccc(CN(C(=S)Nc2ccccc2)C2CC(=O)N(c3ccccc3)C2=O)cc1 (stereo unspecified) | -3% | -2% | i | -1% | -3% | VEEV TC-83 Vero 10K pilot screen=0.5
Cc1ccc(CN(C(=O)c2csnn2)C(C(=O)NC2CCCC2)c2cccnc2)cc1 (stereo unspecified) | 6% | 9% | i | 2% | 12%
N#CCCn1c(C(C#N)(CCC#N)CCC#N)nc2ccccc21 | 6% | -3% | 1.0% | 1% | 0%
COc1cc(OC)cc(C(=O)NCC(=O)N2CCC(C)CC2)c1 | 5% | -1% | 1.2% | 2% | -4%
COc1ccc(Oc2nnc(C)c3ccccc23)cc1 | 3% | 3% | 1.2% | -2% | 2%
Cc1ccc(C(=O)O/N=C(\N)c2ccc(Br)cc2)cc1C | -3% | 63% | 5.9% | 99µM* | 4%
CC(C)[C@H](NC(=O)OCc1ccccc1)C(=O)OCC(=O)c1ccccc1 | . | 20% | 2.1% | -3% | -10%
CCOC(=O)c1c(C)nc(C)c(C(=O)OCC)c1-c1ccc(Br)cc1 | -7% | 10% | 0.8% | -3% | 34%
CCOc1ccccc1C(=O)NCC(=O)OCc1csc(CC(=O)Nc2ccc(C)cc2)n1 | . | 24% | 6.1% | 1% | -7%
COc1ccc2cc(-c3ccccc3)c(=O)oc2c1 | 4% | 28% | 0.2% | -1% | -19%
O=C(NCc1ccc2c(c1)OCO2)C(=O)Nc1cc2c3c(c1)CC(=O)N3CCC2 | 3% | 6% | 8.8% | 13% | -2%
Cc1onc(-c2ccccc2)c1C(=O)OCC(=O)c1ccccc1 | -9% | 46% | 1.5% | 2% | -1%
C/C(CC(=O)Nc1ccc2c(c1)OCCO2)=N\NC(=O)Cc1ccc(Cl)cc1 | -7% | -9% | 0.2% | 0% | -5%
Cc1ccc2[nH]cc(/C=C/c3cc[n+](C)cc3)c2c1 | i | 60% | 0.2% | 0% | 4%
Cc1ccccc1N1CCN(C2CCCN(C(=O)CCN3CCCO3)C2)CC1 (stereo unspecified) | 5% | 23% | 0.3% | 5% | -5%
CC(C)CC(C(=O)Nc1oc(-c2ccco2)c(-c2ccco2)c1C#N)N1C(=O)c2ccccc2C1=O (stereo unspecified) | -4% | . | 0.6% | -2% | -1%
O=C(O)c1ccc(N2C(=O)CC(SC(=NCc3ccc4c(c3)OCO4)Nc3ccc(F)cc3)C2=O)cc1 (stereo unspecified) | -1% | 64% | i | ? | 6%
CCNC(=O)Nc1ccc(-n2nc(C)c(C(=O)OCC)c2C)nc1 | -6% | 4% | 3.8% | 1% | -17%
COc1ccc(OCC(=O)N(Cc2cccs2)C2CCS(=O)(=O)C2)cc1 (stereo unspecified) | -3% | 5% | 0.5% | 6% | -6%
N/C(=N\OC(=O)c1cccs1)c1cccnc1 | 7% | 5% | 4.1% | -4% | -8%
O=C1NC2CCCCC2C(=O)N1OS(=O)(=O)c1ccccc1 (stereo unspecified) | . | . | i | . | 3%
O=C(Nc1ccc(Cl)cc1)N1CCCC1 | -1% | 12% | i | -1% | -2%
COC(=O)c1c(NC(=O)Cc2cccs2)sc2c1CCC(C)C2 (stereo unspecified) | -9% | 14% | i | -4% | 1%
CC1CN(CCOc2cccc(Oc3ccccc3)c2)CC(C)O1 (stereo unspecified) | -9% | 49% | i | 6% | -4%
COc1ccccc1NC(=O)CNC(=O)c1ccc([N+](=O)[O-])cc1 | 6% | 2% | i | 2% | -27%
O=C(CN1C(=O)C2CC=CCC2C1=O)Nc1nnc(C2CC2)s1 (stereo unspecified) | . | -12% | i | -9% | -2%
CCn1cc(C(=O)NC(C)C)c(=O)c2cc(F)c(N3CCN(C(=O)c4ccco4)CC3)cc21 | -40% | 35% | 12% | 19% | -4%
Cn1c(=O)n(C)c2cc(/C=N/NC(=S)NCc3ccccc3)ccc21 | 2% | -34% | 8.7% | -9% | 5%
O=C(NCCC1CCCCN1S(=O)(=O)c1ccccc1)C(=O)NCc1ccccc1F (stereo unspecified) | -4% | -2% | 8.9% | 6% | 2%
CC(C)(C)n1nnnc1C(c1ccccn1)N1CCN(C(c2ccccc2)c2ccccc2)CC1 (stereo unspecified) | 3% | 53% | i | 1% | -15%
CCc1nnc(NS(=O)(=O)c2ccc(NC(=O)c3cc(Cl)ccc3OC)cc2)s1 | -6% | 9% | 1.4% | 12% | -4%
Cc1ccc(C)c(NC(=O)CN(C)C(=O)c2cc(C3CC3)nn2-c2ccccc2)c1 | . | 27% | 12% | 3% | -4%
CC(=O)c1cccc(S(=O)(=O)N2CCC(C(=O)Nc3cccc(C(=O)NC4CC4)c3)CC2)c1 | . | 8% | 0.1% | -5% | -18%
O=C(Nc1ccccc1)/C(=C\c1ccc2c(c1)OCO2)NC(=O)c1ccco1 | 5% | 1% | 1.6% | -6% | 5%
COc1cc(C(=O)Nn2cnnc2)ccc1OC(F)F | -1% | -1% | 3.4% | -1% | 4%
Cc1ccc(S(=O)(=O)CCC(=O)OCC(=O)NCCc2ccc(F)cc2)cc1 | 1% | 4% | 1.3% | -9% | -10%
COc1ccc(NC(=O)C2=CN3CCS(=O)(=O)N=C3C=C2)c(OC)c1 | . | 21% | 1.0% | -3% | -13%
CC1CCC(NC(=O)C(C)N2C(=O)C3CCCCC3C2=O)CC1 (stereo unspecified) | . | 1% | 1.3% | 1% | -13%
C[C@H]1C(=O)N(C)CCN1Cc1cn(C)nc1-c1ccc(Oc2ccccc2)cc1 | 3% | 10% | i | -6% | 2%
COc1ccc2c(c1)c(C(=O)O)c(C)n2-c1ccc(Cl)cc1 | -12% | 7% | 1.3% | -3% | -7%
CCOC(=O)c1noc(C)c1C(=O)Nc1nccs1 | 1% | -11% | i | 3% | -6%
CC(=O)Oc1ccccc1-c1nc(C)nc(N(C)C(C)=O)n1 | 3% | -18% | 3.5% | -5% | -5%
Cc1sc(NC(=O)C2CCCO2)c(C#N)c1C (stereo unspecified) | -16% | 5% | 3.1% | -3% | 2%
CS(=O)(=O)c1cccc(NC(=O)CSc2nnc3n2CCCCC3)c1 | . | 6% | i | -10% | -4%
C/C(=N\NC(=O)c1cc(-c2ccncc2)nc2ccccc12)c1ccc(OC(F)F)cc1 | -4% | 21% | 9.2% | -9% | -2%
O=C(COC(=O)CNS(=O)(=O)c1cccc(Br)c1)Nc1ccccc1Sc1ccccc1 | 5% | 2% | 0.7% | 3% | 1%
COc1ccc(-c2ccc(NCCN3CCOCC3)nn2)cc1OC | -5% | 5% | i | -6% | -6%
COc1cccc(NC(=O)CCN2C(=O)c3ccc([N+](=O)[O-])cc3C2=O)c1 | -4% | . | 0.6% | -5% | 16%
CCOc1ccc(Oc2ccc(NC(=O)[C@@H](NC(N)=O)[C@@H](C)CC)cc2)cc1 | 1% | 6% | 0.6% | 9% | 16%
Cc1noc(C)c1CSCC(=O)Nc1cc(S(C)(=O)=O)ccc1Cl | -5% | -10% | 3.2% | -8% | -2%
CNC(=O)Cn1nc(-c2ccc(C)cc2)c2ccccc2c1=O | 10% | 8% | 0.6% | 48% | -2%
O=C(Cc1cccs1)NCc1ccc(Cl)cc1 | -8% | 37% | i | 9% | -13%

For reference, some entries already given.
SMILES | Salmonella PhoP GFP | M. tuberculosis | VEEV TC-83 Vero | H37Rv inhibition | influenza NS1A | others
CCOc1ccc(Oc2ccc(NC(=O)[C@@H](NC(N)=O)[C@@H](C)CC)cc2)cc1 | 1% | 6% | 0.6% | 9% | 16%
Cc1noc(C)c1CSCC(=O)Nc1cc(S(C)(=O)=O)ccc1Cl | -5% | -10% | 3.2% | -8% | -2%
CNC(=O)Cn1nc(-c2ccc(C)cc2)c2ccccc2c1=O | 10% | 8% | 0.6% | 48% | -2%
O=C(Cc1cccs1)NCc1ccc(Cl)cc1 | -8% | 37% | i | 9% | -13%

Screening data as filed in PubChem.
